# CHOP inhibitor = inhibitors of CHOP promoter induction, primary screen, cell-based, unfolded protein response, luciferase reporter; CHO-K1 CHOP-promoter luciferase, tunicamycin-induced, 15-18 h; inhibition, % at 10 µM; 220,000 compounds, 3.8% hits;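 active = compounds that reduced the stress-induced luciferase reporter signal by more than about 70% of percent inhibition, limit read from the data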;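 note: 0% = tunicamycin plus vehicle and 100% = wells without tunicamycin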
# PPC-1+TRAIL kill = compounds killing PPC-1 cancer cells with TRAIL present, primary screen, TRAIL potentiator project, ATPLite luminescence, uHTS | PPC-1 cells + TRAIL, ATPLite viability luminescence | cell killing (% activity), % at 4 µM | 220,000 compounds, 0.41% hits;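 active = cell killing above 50% in the first pass at 4 µM, then a duplicate retest at 5 µM averaging 50% or more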;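 note: plate controls were cells with TRAIL plus DMSO for no effect and medium-only wells lacking cells for full effect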
# MDM2 E3 inh = MDM2-luciferase reporter signal enhancers, primary screen, MDM2 E3 ligase inhibitor project, cell-based, luminescence, 1536-well. E3 ubiquitin-protein ligase Mdm2 (Homo sapiens), Q00987. 210,000 compounds, 0.11% hits. cell-based MDM2 ubiquitination luciferase reporter, 2 h; 0 = plate control, 100 = twice control, blank-subtracted. signal enhancement, % at 5 µM;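 active = signal enhancement of 30% or more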;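 note: luminescence tracks abundance of the self-degrading MDM2-luciferase fusion protein; higher signal means inhibition of MDM2 E3 ligase activity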
# Target sequence (Q00987 whole entry, looked up, the tested form may be a part): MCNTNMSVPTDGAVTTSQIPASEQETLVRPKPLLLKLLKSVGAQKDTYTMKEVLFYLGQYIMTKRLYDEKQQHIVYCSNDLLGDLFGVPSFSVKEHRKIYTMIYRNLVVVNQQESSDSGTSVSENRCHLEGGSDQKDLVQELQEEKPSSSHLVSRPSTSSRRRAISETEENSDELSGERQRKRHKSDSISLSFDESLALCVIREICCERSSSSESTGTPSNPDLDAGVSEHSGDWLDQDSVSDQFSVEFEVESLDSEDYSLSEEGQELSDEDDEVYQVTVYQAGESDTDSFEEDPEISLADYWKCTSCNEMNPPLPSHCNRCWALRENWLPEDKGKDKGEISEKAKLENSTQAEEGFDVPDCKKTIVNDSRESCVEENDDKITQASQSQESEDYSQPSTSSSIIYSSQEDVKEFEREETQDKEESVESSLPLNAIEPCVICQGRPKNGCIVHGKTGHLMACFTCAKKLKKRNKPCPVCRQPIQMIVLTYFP
#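 Test system: stable mammalian line carrying autodegrading MDM2–luciferase fusion reporter; quantity: 2000 cells in each well; times: 4 h cell settling then 2 h compound exposure, 37 °C; detection: luminescence with SteadyLite reagent, 15 min at room temperature; evaluation: percent signal gain over controls, blank-subtracted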
# Runt-SMMHC FRET = inhibitors of RUNX1 Runt–CBFb-SMMHC binding, primary screen, biochemical, FRET, Cerulean-Runt, Venus-CBFb-SMMHC, uHTS; Runt-related transcription factor 1 (Homo sapiens) + Core-binding factor subunit beta …; Cerulean-Runt/Venus-CBFb-SMMHC FRET ratio 530/480, 1 h; inhibition, % at 20 µM; 220,000 compounds, 0.74% hits; AID 1434, 2008;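 active = mean inhibition across duplicate retests at 20 µM reaching about 50%, limit read from the data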;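 note: 0% = DMSO wells and 100% = wells with excess untagged CBFb-SMMHC; inhibitors lower the FRET ratio by blocking Runt binding to CBFb-SMMHC; some results filed as inactive read as strong as hits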
# TRPN1 ag = zebrafish TRPN1 channel agonists, primary screen, cell-based, HEK293, calcium fluorescence | AID 1424, 2008 | transient receptor potential cation channel N1 (TRPN1/NompC), Danio rerio | 220,000 compounds, 0.18% hits | activation, % at 3 µM | HEK293 zebrafish TRPN1-YFP, Fluo-8 calcium fluorescence; 100% = response to 87 µM carbachol;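 active = activation above its plate's cutoff, the mean activation of test wells on that plate plus 3 SD, cut at about 19% in these data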;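 note: 0% = DMSO alone and 100% = 87 µM carbachol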
#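 Material: zebrafish TRPN1-YFP in HEK293 cells. Doses: one dose of 3 µM, 0.3% DMSO. Incubation: dye 1 h 37 °C plus 30 min RT. Measured by: intracellular calcium fluorescence with Fluo-8.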
# p47phox inh = p47phox/p22phox peptide binding inhibitors, primary screen, biochemical, uHTS, NADPH oxidase regulatory subunit; fluorescence polarization, 2 h; inhibition, % at 24.7 µM; 220,000 compounds, 0.53% hits;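 active = inhibition above about 30%, limit read from the data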;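 note: 0% = p47phox with labelled peptide and 100% = labelled peptide alone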
# Target sequence (P14598 whole entry, looked up): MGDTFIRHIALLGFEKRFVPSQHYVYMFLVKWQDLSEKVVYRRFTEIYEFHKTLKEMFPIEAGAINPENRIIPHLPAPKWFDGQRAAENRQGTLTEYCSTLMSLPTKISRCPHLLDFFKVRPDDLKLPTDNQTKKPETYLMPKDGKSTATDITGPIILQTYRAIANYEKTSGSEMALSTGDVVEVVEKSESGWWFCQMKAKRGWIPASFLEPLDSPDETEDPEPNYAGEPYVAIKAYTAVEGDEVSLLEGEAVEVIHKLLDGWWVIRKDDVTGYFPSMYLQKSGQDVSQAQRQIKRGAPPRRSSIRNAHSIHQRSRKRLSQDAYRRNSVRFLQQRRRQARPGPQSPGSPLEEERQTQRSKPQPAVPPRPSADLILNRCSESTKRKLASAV
# EBV gp42 block = Epstein-Barr virus gp42 inhibitors, primary screen, biochemical, uHTS, fluorescence polarization. 220,000 compounds, 0.42% hits. inhibition, % (tested at 21.74 µM). Fluorescence polarization binding assay, mP read-out; in the data active = inhibition above about 50%
# Target sequence (Q1HVG2 whole entry, looked up): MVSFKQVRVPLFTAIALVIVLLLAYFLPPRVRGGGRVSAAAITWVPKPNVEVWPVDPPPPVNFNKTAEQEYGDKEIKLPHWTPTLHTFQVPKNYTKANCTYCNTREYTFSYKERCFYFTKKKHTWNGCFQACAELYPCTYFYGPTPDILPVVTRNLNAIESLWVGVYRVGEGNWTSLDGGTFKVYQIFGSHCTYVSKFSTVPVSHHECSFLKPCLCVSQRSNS
# TRPML3 ag = human TRPML3 channel agonists, primary screen, cell-based, HEK293 TRPML3-YFP, Fluo-8 calcium fluorescence, 3 µM. Mucolipin-3 (Homo sapiens), Q8TDD5. 100% = the carbachol control signal. activation, % at 3 µM. 220,000 compounds, 0.29% hits. AID 1448, 2008;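 active = activation above its plate's cutoff, the mean activation of the plate's test wells plus 3 SD, cut at about 12% in these data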;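 note: 0% = DMSO only wells and 100% = carbachol wells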
#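 Test system: HEK293 cells stably carrying human TRPML3-YFP; Doses: single dose, 3 µM final nominal compound, 0.3% DMSO final; Schedule: dye loading 1 h 37 °C then 30 min ambient, 125 s read; Technique: Fluo-8 calcium fluorescence; Benchmarks: high control carbachol 87 µM, low control DMSO.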
# TNF death inh = inhibitors of TNF-alpha triggered necroptosis, primary screen, cell-based, Jurkat FADD-/-, single concentration. Jurkat FADD-/- TNF necroptosis rescue, ATP luminescence, 24 h; 0 = TNF only, 100 = no-TNF cells. activation (protection from cell death), % at 10 µM. 220,000 compounds, 0.068% hits;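 active = activation, meaning protection from cell death, of at least 50% relative to plate controls; inactive = activation below 50%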;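 note: necroptosis triggered by 40 ng/mL TNF-alpha added together with compound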
# Starred values were filed as active, the others as inactive; · = not tested or not shown; [ ] = dose if it differs, or a comment. Random draw from the library (roughly 5.9% active in at least one column).
SMILES,CHOP inhibitor,PPC-1+TRAIL kill,MDM2 E3 inh,Runt-SMMHC FRET,TRPN1 ag,p47phox inh,EBV gp42 block,TRPML3 ag,TNF death inh
CC(C(=O)N1CCCc2c1c(=O)oc1ccc(O)cc21)N1CCc2ccccc2C1 (centres undefined),22.3,-17.1,-9.6,-0.4,3.5,4.0,-10.8,0.2,-2.0
COc1ccc(N(C(=O)C(C)C)S(=O)(=O)c2cccc3cccnc23)cc1,12.6,3.4,4.2,6.1,-1.8,59.3*,2.9,0.2,0.9
O=C(c1cccs1)N1CCN(S(=O)(=O)c2cccs2)CC1,-7.7,18.4,3.3,1.4,-0.5,4.5,-4.9,1.4,0.4
CC1C/C(=N/N2C(=O)CSC2=S)CC(C)(C)C1 (centres undefined),-1.7,-3.5,-4.2,3.5,1.1,-35.6,-1.7,0.3,-1.4
COc1ccccc1-n1nnnc1SCC(=O)Nc1ccccn1,10.1,19.4,-6.3,-4.5,1.6,-3.3,-18.2,0.6,-4.0
Cc1nn(Cc2c(Cl)cccc2Cl)c(C)c1NC(=O)c1cn(-c2ccccc2)nc1-c1ccccc1,109.3*,29.8,9.3,0.5,0.4,0.1,-1.5,0.0,-11.6
COc1ccc(C(=O)Nc2cc(Cl)ccc2Cl)c(OC)n1,37.6,8.4,-6.9,-1.3,1.4,-10.7,-16.9,-0.6,2.4
Cc1cc2nc(N=C(N)N)nc(C)c2cc1C,-3.7,10.9,-56.1,2.8,-0.5,-14.9,-20.5,-0.4,6.1
CS(=O)(=O)N(CC(=O)N1CCOCC1)c1ccc2c3c(cccc13)CC2,3.9,0.3[5 µM],-8.8,-0.5,0.1,-5.1,1.7,1.3,-0.7
CC(Cc1ccccc1)C(=O)NCCO (centres undefined),14.1,11.5,·,-0.7,-1.5,-4.8,-14.6,0.0,2.2
CCOc1ccccc1N1Cc2ccccc2C1,31.2,3.1,-13.8,-3.1,-1.1,-1.8,-8.6,0.0,-1.4
O=C(NCc1ccco1)c1ccc(CS(=O)(=O)c2cccc(C(F)(F)F)c2)o1,29.0,9.5,-34.8,3.1,1.0,-8.9,6.5,-1.5,-2.0
COc1ccc(OC)c(CCNC(=O)CN2C(=O)CC(C)(C)S(=O)(=O)c3ccccc32)c1,8.2,8.4,-5.8,4.0,0.5,-1.2,-20.5,0.1,-0.5
CCc1ccccc1N(CC(=O)NCc1ccco1)C(=O)c1snc(C(N)=O)c1N,19.7,-25.8,1.1,11.0,0.6,-1.6,-13.3,0.3,1.3
Cc1ccc2cc(/C=N/NC(=O)[C@H]3C[C@@H]3c3ccccc3)c(Cl)nc2c1,57.2,-9.7,-4.6,-2.8,1.2,-9.3,-1.9,-0.3,-2.8
O=C(c1cnn2c(C(F)(F)F)cc(-c3ccccc3)nc12)N1CCOCC1,-13.1,3.6,-10.5,-1.7,0.0,2.2,-19.0,0.4,0.1
Cc1ccc(-n2c(O)c(C=NC3CCS(=O)(=O)C3)c3ccccc3c2=O)cc1 (centres undefined),-8.8,10.4,-21.5,-0.7,-0.1,51.2*,-12.1,0.5,-0.7
CC1=CC=CN2C1=NC(=O)CC2(C)C(=O)N(CC(=O)NC1CCCC1)c1cc(C)cc(C)c1 (centres undefined),8.2,10.7,-15.4,-0.7,-0.1,-2.8,-4.5,0.7,0.2
Cc1ccc2c(c1)c1ccc3c(c1n2C)C(=O)C=CC3=O,106.0*,20.3,40.0*,31.7,2.7,4.9,-14.4,1.3,-29.9
Cc1cc(NC(=O)CSc2nnc(Cc3ccccc3)n2C)no1,-4.2,4.3,-2.0,-2.3,0.6,-13.0,-4.2,0.4,0.7
CCCC(=O)Nc1ccccc1Sc1ncnc2scc(-c3ccccc3)c12,40.2,-5.3,-4.2,3.8,-1.8,0.1,-1.2,0.6,-0.1
O=C(Nc1ccon1)c1ccc(Cl)s1,-19.3,6.5,-4.4,-6.7,-1.7,4.2,-23.0,-0.6,-1.1
Cc1ccc(S(=O)(=O)Cn2nnnc2C(C(C)C)N2CCN(c3nc4ccccc4s3)CC2)cc1 (centres undefined),11.9,8.5,2.9,-1.5,0.9,-2.5,-21.3,0.5,0.9
COc1ccccc1NS(=O)(=O)c1ccc(NN=C2CCCCC2)c([N+](=O)[O-])c1,6.8,14.5,-13.6,-4.2,0.2,-0.9,6.7,0.2,0.9
COc1cccc(C2CC(c3c(F)cccc3Cl)n3nc(N)nc3N2)c1 (centres undefined),15.2,-0.5,-3.0,0.9,0.8,6.8,-4.0,0.7,-0.8
COc1cc2c(cc1OC)C1(CCCC1)CNC2c1ccc([N+](=O)[O-])cc1 (centres undefined),5.4,11.0,4.3,-1.2,1.0,9.8,11.2,0.5,0.1
O=C1C(=O)N(O)C2CCCCC2N1O (centres undefined),-11.6,-1.7,-9.9,1.6,-2.7,3.1,-2.8,0.8,-0.8
O=C(Nc1ccc(N2CCCCC2)cc1)c1ccc(F)cc1F,-14.9,13.8,-53.0,-0.1,-0.3,-23.0,-3.7,-1.1,3.9
O=c1cc(CCl)nc2scc(-c3ccccc3)n12,-35.4,5.6,-0.3,-4.2,-0.9,-22.8,-7.8,0.6,-12.5
COc1cc(C(=O)NCCN2CCCC2)cc(OC)c1OC,30.8,27.7,-3.0,-0.4,0.5,-20.8,-21.9,1.0,0.9
COC(=O)c1ccc(C(=O)OC)c(NC(=O)CSCC(=O)O)c1,7.3,12.5,-18.1,-4.5,-0.5,-2.5,-15.7,-0.5,1.7
CC1CCN(C(=O)CSc2nc3c(cnn3-c3ccccc3)c(=O)[nH]2)CC1,2.5,24.1,-15.1,-2.0,0.6,-11.3,-0.1,0.3,1.7
O=C(O)c1cc(Cl)c(Cl)cc1C(=O)Nc1cccc2cccnc12,-1.1,44.2,3.4,1.0,0.1,-0.5,5.0,0.7,2.1
Nc1c(C(=O)Nc2ccccc2)sc2nc3c(c(-c4ccco4)c12)CCC3,33.9,10.6,-21.4,-1.4,-1.0,-3.4,4.3,-0.1,0.9
O=C(Nc1nc2cc3c(cc2s1)OCO3)c1ccco1,19.2,68.5*[5 µM],·,-4.4,1.7,-3.8,-11.5,-0.1,-3.3
Cc1ccc(/C=C2/C(=O)N(c3ccccc3)C(=S)N2C)o1,13.9,12.6,-7.9,52.6,-0.3,9.1,4.1,0.6,1.6
O=C1C2ON(c3ccccc3)C(c3ccncc3)C2C(=O)N1c1ccccc1 (centres undefined),25.7,21.9,-14.5,-2.3,0.0,-3.8,-2.4,0.5,-0.9
CCN(CC)S(=O)(=O)c1ccc2c(c1)nc(CCC(=O)OCC(=O)Nc1cc(OC)cc(OC)c1)n2C,9.7,22.9,-9.1,-6.9,0.9,-11.9,-13.9,0.1,1.5
CCCc1ccc(-c2ccc(C(=O)O)cc2)nc1,-39.3,11.0,-52.2,-2.7,-1.0,6.5,-21.8,0.4,1.8
CCn1c(SCC(=O)Nc2ccc(Cl)cc2)nnc1C1CC1,-1.3,-2.5,·,0.6,-2.1,-5.7,-4.8,0.1,3.3

# Quoted from above, 2 compounds:
SMILES,CHOP inhibitor,PPC-1+TRAIL kill,MDM2 E3 inh,Runt-SMMHC FRET,TRPN1 ag,p47phox inh,EBV gp42 block,TRPML3 ag,TNF death inh
CCCc1ccc(-c2ccc(C(=O)O)cc2)nc1,-39.3,11.0,-52.2,-2.7,-1.0,6.5,-21.8,0.4,1.8
CCn1c(SCC(=O)Nc2ccc(Cl)cc2)nnc1C1CC1,-1.3,-2.5,·,0.6,-2.1,-5.7,-4.8,0.1,3.3

# Next results.
SMILES,CHOP inhibitor,PPC-1+TRAIL kill,MDM2 E3 inh,Runt-SMMHC FRET,TRPN1 ag,p47phox inh,EBV gp42 block,TRPML3 ag,TNF death inh
CC(C)Cn1c(N)c(C(=O)COC(=O)c2cccc(Cl)c2)c(=O)n(C)c1=O,48.5,10.4,-8.9,2.5,4.0,-5.4,-3.1,2.0,-0.6
O=C(COc1ccccc1Cl)OCC(=O)N1CCN(S(=O)(=O)c2ccccc2)CC1,15.5,10.5[5 µM],-13.6,1.2,-0.1,-9.3,-31.6,-0.5,-1.3
Cc1ccc(S(=O)(=O)Oc2ccccc2/C=N/NC(=O)c2c(Cl)cnn2C)cc1,16.1,-6.0,-0.9,3.5,0.4,-3.6,-6.3,0.8,-3.5
CCOC(=O)c1c(C)n(C)c2ccc(OC)c(NS(=O)(=O)c3ccc(Cl)s3)c12,-3.9,18.1,2.4,-2.7,0.9,-8.5,-13.7,0.4,1.3
Oc1ccccc1-c1cc(-c2ccc3c(c2)OCCO3)n[nH]1,18.9,42.8,-14.9,0.2,2.7,-17.2,-3.7,1.7,-1.8
O=C(CCC(=O)N1CCN(S(=O)(=O)c2ccc(Cl)cc2)CC1)NC1CCCc2ccccc21 (centres undefined),10.3,-3.6,4.9,0.6,-0.8,-19.9,-8.6,-0.1,-0.9
C=CCN1C2CCCC1CC(NC(=O)Nc1cc(C)cc(C)c1)C2 (centres undefined),-19.1,6.8,-18.4,-2.7,0.1,·,-7.1,-0.3,0.0
CCCn1c(NCc2ccc(N(C)C)cc2)nc2ccccc21,53.9,11.9,-10.1,6.7,-1.9,5.4,2.3,-0.8,2.3
O=c1c(-c2ccc(Cl)cc2)[n+]([O-])c2ccccc2n1O,14.9,7.6,-5.9,-150.2,-0.7,1.0,9.8,-0.3,-1.2
O=c1nc2ccccc2c2n1CC(CN1CCN(Cc3ccccc3)CC1)N2 (centres undefined),8.7,-4.6,3.0,4.3,1.2,4.0,2.5,0.8,0.5
O=C(Nc1ccc(N2CCCC2)c(Cl)c1)c1cccc(-c2cc3ccccc3oc2=O)c1,14.6,21.7,-11.5,-2.0,2.0,-22.3,-17.5,1.0,2.6
Cc1cc(OCC(=O)NC2CCN(C)CC2)ccc1[N+](=O)[O-],0.9,3.0,1.1,0.0,1.9,1.5,-1.1,0.9,1.9
CCn1cc(C(=O)N2CCN(c3ccc(OC)cc3)CC2)c(=O)c2cc(S(=O)(=O)N3CCCCC3)ccc21,-5.9,3.7,-20.6,0.1,-1.1,-10.0,-18.9,0.1,2.3
NC(=O)COC(=O)c1cccc(S(=O)(=O)N2CCCc3ccccc32)c1,-2.4,7.1,-15.7,0.1,-0.4,-9.3,-12.3,0.9,0.4

# Compound activity deposited in PubChem by several laboratories.
